From PubChem
CCR6 antagonist: CCR6 receptor antagonists, primary screen, cell-based, CHO-K1, luminescence, beta-arrestin, uHTS | 0.49% of 340,000 active | inhibition, % at 20 µM | CHO-K1 CCR6 PathHunter beta-arrestin, CCL20-stimulated | C-C chemokine receptor type 6 (Homo sapiens), P51684;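 active = compounds whose inhibition of the agonist-driven luminescence signal at 20 µM reaches about 50%, limit read from the data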;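 note: cells stimulated with CCL20 at 14 nM final; plate controls were DMSO with CCL20 for no effect and DMSO without agonist for full effect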
Target sequence (P51684 whole entry, looked up): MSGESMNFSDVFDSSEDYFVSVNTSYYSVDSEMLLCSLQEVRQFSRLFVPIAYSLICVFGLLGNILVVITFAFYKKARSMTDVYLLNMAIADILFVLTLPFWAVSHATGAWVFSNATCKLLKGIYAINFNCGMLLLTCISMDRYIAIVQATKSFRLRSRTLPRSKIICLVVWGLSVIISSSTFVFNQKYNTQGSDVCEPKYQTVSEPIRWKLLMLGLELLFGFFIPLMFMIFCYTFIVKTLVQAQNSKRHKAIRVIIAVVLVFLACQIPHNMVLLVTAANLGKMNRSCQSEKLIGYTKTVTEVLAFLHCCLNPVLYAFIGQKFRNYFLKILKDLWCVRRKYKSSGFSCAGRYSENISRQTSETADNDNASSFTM
Gli-Sufu block: Gli-Sufu pathway antagonists, primary screen, luciferase luminescence, Sufu-KO-LIGHT cells, uHTS; 0.74% of 340,000 active; Sufu-KO-LIGHT fibroblasts, Gli luciferase reporter luminescence; inhibition, % at 5 µM;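 active = inhibition above about 55%, limit read from the data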;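 note: 0% = DMSO-treated cells and 100% = wells with medium but no cells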
APJ antag: antagonists of human apelin receptor APJ, primary screen, CHO-K1 cells, beta-arrestin complementation, luminescence | inhibition, % at 20 µM | P35414 | AID 2521, 2010 | 0.32% of 330,000 active;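 active = inhibition above about 40% at 20 µM, limit read from the data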;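 note: cells challenged with 10 nM apelin-13 agonist together with compound; plate controls were apelin-13 plus DMSO wells for no effect and DMSO wells lacking apelin-13 for full effect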
Target sequence (P35414 whole entry, looked up): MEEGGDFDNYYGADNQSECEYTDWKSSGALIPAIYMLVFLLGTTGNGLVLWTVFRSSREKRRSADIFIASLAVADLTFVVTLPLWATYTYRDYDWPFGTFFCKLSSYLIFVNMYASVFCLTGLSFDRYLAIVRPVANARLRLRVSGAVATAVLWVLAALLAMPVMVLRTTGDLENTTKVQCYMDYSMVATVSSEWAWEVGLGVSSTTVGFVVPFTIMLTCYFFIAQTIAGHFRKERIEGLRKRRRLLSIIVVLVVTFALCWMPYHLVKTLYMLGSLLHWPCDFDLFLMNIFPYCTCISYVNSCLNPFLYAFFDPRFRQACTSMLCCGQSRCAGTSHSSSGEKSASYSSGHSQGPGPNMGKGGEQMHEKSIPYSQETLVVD
UBC13 polyUb: UBC13 polyubiquitin chain formation inhibitors, primary screen, biochemical, TR-FRET, uHTS; AID 485273, 2010; inhibition, % at 20 µM; 0.47% of 330,000 active; in the data active = inhibition above about 45%, passing the limit was not always enough; inconclusive = no clear call, values can overlap the other calls
ATG4B inhibitor: ATG4B protease inhibitors, primary screen, biochemical, fluorescence, uHTS. inhibition, % at 8.33 µM. AID 504462, 2011. 0.51% of 340,000 active. ATG4B cleavage of LC3-PLA2, NBD-HPC fluorescence, 1 h; in the data active = inhibition above about 40%
CXCR6 inh: CXCR6 receptor inhibitors, primary screen, cell-based, beta-arrestin, luminescence, CHO-K1 PathHunter, 1536-well. inhibition, % at 20 µM. C-X-C chemokine receptor type 6 (Homo sapiens), O00574. AID 602244, 2012. 0.36% of 360,000 active; in the data active = inhibition above about 34%, passing the limit was not always enough;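 note: antagonist mode with CXCL16 agonist at 10 nM final; 0% = 10 nM CXCL16 with DMSO and 100% = unstimulated wells without agonist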
Target sequence (O00574 whole entry, looked up): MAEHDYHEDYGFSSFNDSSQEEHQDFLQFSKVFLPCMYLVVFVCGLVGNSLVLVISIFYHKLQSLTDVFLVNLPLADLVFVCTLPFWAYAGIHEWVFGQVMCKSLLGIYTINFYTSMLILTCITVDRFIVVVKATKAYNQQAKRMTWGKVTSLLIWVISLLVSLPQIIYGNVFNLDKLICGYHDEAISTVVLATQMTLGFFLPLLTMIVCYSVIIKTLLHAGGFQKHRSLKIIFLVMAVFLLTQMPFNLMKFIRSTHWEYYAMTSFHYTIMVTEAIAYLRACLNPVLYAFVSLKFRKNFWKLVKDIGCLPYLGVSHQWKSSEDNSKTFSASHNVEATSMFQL
EBI2 antag: EBI2 receptor antagonists, beta-arrestin recruitment, primary screen, cell-based, luminescence, 7a,25-OHC stimulation, uHTS; G-protein coupled receptor 183 (Homo sapiens), P32249; 7a,25-OHC stimulated; inhibition, % at 5 µM; 0.81% of 360,000 active; in the data active = inhibition above about 38%;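 note: enzyme fragment complementation signal reports receptor beta-arrestin coupling in cells; 0% = agonist plus DMSO wells and 100% = wells without agonist; some results beyond the cut were filed as inactive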
APJ agonist: agonists of human apelin receptor APJ, primary screen, CHO-K1 cells, PathHunter beta-arrestin, luminescence; P35414; 0% DMSO wells, 100% apelin; activation, % at 20 µM; 0.11% of 330,000 active; AID 2520, 2010;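 active = activation more than six SD over the plate average, tested at 20 µM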;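 note: 0% = DMSO alone and 100% = apelin-13 at 10 nM; some results filed as inactive read as strong as hits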
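Material: CHO-K1 APJ beta-arrestin complementation cell line; Input: cell density 1000 per well; Incubation: compound stimulation 90 min at 25 °C, detection 60 min; Signal: luminescence from split beta-galactosidase complementation, Galacton Star/Emerald II substrate; Controls: DMSO-only wells as negative, 10 nM Apelin-13 as positive control.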
An asterisk follows results filed as active; ? = inconclusive; · = not tested or not shown.

SMILES	CCR6 antagonist	Gli-Sufu block	APJ antag	UBC13 polyUb	ATG4B inhibitor	CXCR6 inh	EBI2 antag	APJ agonist
COC(=O)C[C@H]1c2cc(C(F)(F)F)ccc2S(=O)(=O)N1C1CCCCC1	27	-4	-1	0	-1	1	-2	-8
CCCCOP(=O)(OCCCC)C1(C)CC(=O)CC(C)(C)C1 (configuration not stated)	11	7	·	·	-3	4	0	·
C[C@]12CCC(=O)C[C@@H]1CC[C@@H]1[C@@H]2CC[C@]2(C)C=CC[C@@H]12	-1	9	0	5	-6	-16	-8	-1
CCc1nnc(NC(=O)C2Cc3ccccc3CN2S(=O)(=O)c2ccc(C)cc2)s1 (configuration not stated)	13	-11	-2	-16	-24	-8	-11	3
C(#Cc1ccccc1)CN1CCCCC1	-10	-3	-3	-2	-4	6	-3	-2
OCCNc1ncnc2ccc(Br)cc12	-15	9	-22	22	1	-16	-7	-4
CC(=O)Nc1ccc(NC(=O)CC(c2ccccc2)c2ccccc2)cc1	7	-15	8	-2	-10	7	-2	-1
CN(C(=O)COC(=O)c1ccc2c(=O)n3c(nc2c1)CCC3)c1ccccc1	-4	-2	4	3	11	-6	-1	-3
CCOCCOC(=O)COc1ccc2c(-c3ccccc3)cc(=O)oc2c1	4	4	-8	?	4	0	-5	1
O=C(c1ccc(N2CCCCC2)c([N+](=O)[O-])c1)N(Cc1ccccc1)c1ccccn1	28	11	-7	-19	-5	3	12	-2
O=C(Cn1ncc2c1-c1ccccc1OC2)N1CCN(Cc2ccccc2)CC1	-1	3	4	-12	-4	-17	15	-4
COc1ccc(C(CNC(=O)CSc2ccc(Br)cc2C)N2CCOCC2)cc1 (configuration not stated)	12	20	17	-1	1	14	26	-2
NC(=O)COC(=O)c1ccccc1OCc1ccc(Cl)cc1	4	4	9	1	-1	12	-1	-4
Cc1ccc(C)c(Cn2nnc3c(=O)[nH]c(C4CCCN(C(=O)c5ccco5)C4)nc32)c1 (configuration not stated)	7	0	24	-5	12	-6	-2	-2
CCCCc1ccc(NC(=S)NCc2ccc(OC)cc2)cc1	8	-16	1	-4	-11	-3	0	1
Oc1cccnc1SCc1ccccc1	4	-5	24	-2	-1	-1	9	-9
CCn1nnnc1SCC(=O)Nc1nc(-c2cccs2)cs1	8	-5	4	-6	-11	1	-4	1
CSc1ccc(-c2nc(CSCC(=O)NCCCN3CCOCC3)c(C)o2)cc1	0	14	-13	0	-19	4	-3	2
CCCCc1cc(=O)oc2cc(O)cc(O)c12	8	-1	1	?	-4	-8	-4	0
COCCCNc1nc2ccccc2nc1NS(=O)(=O)c1ccc(OC)cc1	5	1	15	1	-8	2	-7	-3
CCc1ccc(CNC(=O)C(=O)NCCc2ccc(OC)c(OC)c2)cc1	-11	-5	13	3	2	-10	5	3
Cn1c(C(O)c2ccccc2)nc(Cl)c1Cl (configuration not stated)	2	-15	13	0	-2	6	-7	-1
N=c1c2c(n(Cc3ccc(F)cc3)c3c1CCC3)CCC2	16	47	10	2	1	-8	-10	3
Cn1cc(CN2CCC(O)CC2)c(-c2ccc(Oc3ccccc3)cc2)n1	6	2	-1	-22	15	9	-5	-1
CCCCN1C(=O)CCC(C(=O)O)C1c1ccccc1 (configuration not stated)	-10	4	2	2	-14	3	-9	3

For convenience, some entries already given.
SMILES	CCR6 antagonist	Gli-Sufu block	APJ antag	UBC13 polyUb	ATG4B inhibitor	CXCR6 inh	EBI2 antag	APJ agonist
COC(=O)C[C@H]1c2cc(C(F)(F)F)ccc2S(=O)(=O)N1C1CCCCC1	27	-4	-1	0	-1	1	-2	-8
CCCCOP(=O)(OCCCC)C1(C)CC(=O)CC(C)(C)C1 (configuration not stated)	11	7	·	·	-3	4	0	·

In another format: entries from further up.
Molecule,CCR6 antagonist,Gli-Sufu block,APJ antag,UBC13 polyUb,ATG4B inhibitor,CXCR6 inh,EBI2 antag,APJ agonist
CC(=O)Nc1ccc(NC(=O)CC(c2ccccc2)c2ccccc2)cc1,7,-15,8,-2,-10,7,-2,-1
CN(C(=O)COC(=O)c1ccc2c(=O)n3c(nc2c1)CCC3)c1ccccc1,-4,-2,4,3,11,-6,-1,-3
CCOCCOC(=O)COc1ccc2c(-c3ccccc3)cc(=O)oc2c1,4,4,-8,?,4,0,-5,1
O=C(c1ccc(N2CCCCC2)c([N+](=O)[O-])c1)N(Cc1ccccc1)c1ccccn1,28,11,-7,-19,-5,3,12,-2
O=C(Cn1ncc2c1-c1ccccc1OC2)N1CCN(Cc2ccccc2)CC1,-1,3,4,-12,-4,-17,15,-4
COc1ccc(C(CNC(=O)CSc2ccc(Br)cc2C)N2CCOCC2)cc1 (configuration not stated),12,20,17,-1,1,14,26,-2
NC(=O)COC(=O)c1ccccc1OCc1ccc(Cl)cc1,4,4,9,1,-1,12,-1,-4
Cc1ccc(C)c(Cn2nnc3c(=O)[nH]c(C4CCCN(C(=O)c5ccco5)C4)nc32)c1 (configuration not stated),7,0,24,-5,12,-6,-2,-2
CCCCc1ccc(NC(=S)NCc2ccc(OC)cc2)cc1,8,-16,1,-4,-11,-3,0,1
Oc1cccnc1SCc1ccccc1,4,-5,24,-2,-1,-1,9,-9
CCn1nnnc1SCC(=O)Nc1nc(-c2cccs2)cs1,8,-5,4,-6,-11,1,-4,1
CSc1ccc(-c2nc(CSCC(=O)NCCCN3CCOCC3)c(C)o2)cc1,0,14,-13,0,-19,4,-3,2
CCCCc1cc(=O)oc2cc(O)cc(O)c12,8,-1,1,?,-4,-8,-4,0
COCCCNc1nc2ccccc2nc1NS(=O)(=O)c1ccc(OC)cc1,5,1,15,1,-8,2,-7,-3
CCc1ccc(CNC(=O)C(=O)NCCc2ccc(OC)c(OC)c2)cc1,-11,-5,13,3,2,-10,5,3
Cn1c(C(O)c2ccccc2)nc(Cl)c1Cl (configuration not stated),2,-15,13,0,-2,6,-7,-1
N=c1c2c(n(Cc3ccc(F)cc3)c3c1CCC3)CCC2,16,47,10,2,1,-8,-10,3
Cn1cc(CN2CCC(O)CC2)c(-c2ccc(Oc3ccccc3)cc2)n1,6,2,-1,-22,15,9,-5,-1

Further compounds follow.
SMILES	CCR6 antagonist	Gli-Sufu block	APJ antag	UBC13 polyUb	ATG4B inhibitor	CXCR6 inh	EBI2 antag	APJ agonist
CCc1cccc(CC)c1NC(=O)CNCc1cccs1	-7	-16	2	-1	4	0	0	-3
COc1ccccc1CNC(=O)COC(=O)Cn1cnc2ccccc21	1	-10	-1	-2	0	-4	-4	-1
Cc1ccc(C(=O)OCC(=O)NCc2cccs2)cc1	5	-5	-15	-7	-2	-4	-7	-3
Cc1cc(-c2ccccc2)[nH]c(=O)c1S(=O)(=O)c1ccccc1	-3	1	4	5	-9	4	-2	3
N#Cc1ccsc1NC(=O)CN1CCCCC1	13	5	-4	5	-2	-10	5	-5
CC(NC(=O)C1CCC(CNS(=O)(=O)c2ccc3c(c2)C(C)(C)C(=O)N3C)CC1)c1ccccc1 (configuration not stated)	5	11	-12	5	-16	0	4	-4
CCOC(=O)N1CCC(NC(=O)c2ccc3c(c2)N=C(C)c2ccccc2S3)CC1	5	-7	9	-4	-5	4	-2	2
C/C(=N\NC(=O)c1cc(-c2ccc(O)cc2)nc2ccccc12)c1cccnc1	2	-7	-29	-3	5	0	7	6
CCOC(=O)N1CCC(NC(=O)c2ccc(CS(=O)c3ccc(Cl)cc3)o2)CC1 (configuration not stated)	6	-8	30	-4	-6	-8	-8	-4
CC(=O)N1CCN(S(=O)(=O)c2cccc(C(=O)Nc3ccccc3N3CCCC3)c2)CC1	1	-1	1	-8	1	-2	-7	-5
COCCCNC(=O)c1ccc(S(=O)(=O)c2ccc(Cl)cc2)c(NC(C)=O)c1	6	4	1	1	-6	6	-2	-4
CC[n+]1c(C)n(-c2ccccc2)c2ccc(NC(C)=O)cc21	14	76*	5	3	-6	5	4	-2
COc1ccc(CNC(=O)C(C)N(C)Cc2cccc(F)c2)cc1 (configuration not stated)	5	-7	22	6	9	-4	-1	-2
CCOc1nc(OCC)nc(N2CCC(C)CC2)n1	2	3	-9	2	-3	6	4	-1
CC(C)C[C@H](NC(=O)c1nc[nH]c1C(=O)NC1CCNCC1)C(=O)OC(C)(C)C	-4	19	-1	7	-3	-2	-1	5
COc1ccnc(Oc2ccc(F)cc2)c1C(=O)N/C=N/OCc1c(Cl)cccc1Cl	4	-8	0	-1	-3	18	25	-3
COc1ccccc1NC(=O)CSc1nnc(Cc2cccn2C)n1CCc1ccccc1	11	-1	-14	36	27	-3	18	-5
CSc1ccccc1NC(=O)Cn1nnc(-c2ccc(S(C)(=O)=O)cc2)n1	1	-15	0	3	0	-3	4	-2
COc1ccccc1C1C(C(N)=O)=C(C)Nc2ncnn21 (configuration not stated)	-13	-20	-1	-9	3	1	-7	0
Cc1ccc(-n2c(C)cc(/C=N\NC(=O)CC(=O)NC(C)C)c2C)cc1	13	-5	-2	-11	-6	1	10	-4
O=C(O)CNC(=O)C1(NC(=O)OCc2ccccc2)CCCC1	9	-48	·	·	5	2	-14	·
Clc1ccc(CO/N=C2\CCCc3nonc32)c(Cl)c1	20	-12	11	-2	3	-2	12	-3
CCOc1c2ccc(C(=O)NCc3ccc(OC(F)(F)F)cc3)cc2nn1CC	-3	-5	-1	16	-14	2	-18	2
Cn1nc(C(F)(F)F)c(C(=O)Nc2ccc(F)cc2F)c1Sc1cccc(C(F)(F)F)c1	-2	5	5	6	-4	5	17	-1
O=C(O)c1cc([N+](=O)[O-])c(NCCC2=CCCCC2)c([N+](=O)[O-])c1	7	-5	-6	-20	-11	4	15	-3

Other structures follow:
SMILES	CCR6 antagonist	Gli-Sufu block	APJ antag	UBC13 polyUb	ATG4B inhibitor	CXCR6 inh	EBI2 antag	APJ agonist
CCOC(=O)N1CCN(C(=O)CSc2nc3nc(C)cc(C)n3n2)CC1	-4	-1	4	14	0	-1	-6	-2
C=CCN1C(=O)c2ccc(C(=O)N3CCN(c4ccccc4OC)CC3)cc2C1=O	2	-5	-18	2	-1	-4	6	8
COc1ccc(NS(=O)(=O)c2cccc(C(=O)N3CCN(Cc4cc(OC)ccc4OC)CC3)c2)cc1	3	24	22	6	5	-2	5	-3
COc1cccc(NC(=O)C2C3C=CC4(O3)C2C(=O)N(CCN2CCCCC2)C4C(=O)NC2CCCCC2C)c1 (configuration not stated)	1	24	7	-5	0	-1	-5	-1
O=C1NCCC/C1=N/Nc1ccc(F)cc1	5	4	22	-5	-3	·	·	-3
COc1ccc(C(=O)Cc2ccccc2)cc1OC	1	-2	3	-11	-6	-4	-7	-1
C/C=C(/C)C(=O)OC1Cc2c(ccc3ccc(=O)oc23)OC1(C)C (configuration not stated)	13	-8	0	4	-1	2	7	-1
Cc1ccc(OC(C)C(=O)Nc2ccc3c(c2)n(C)c(=O)n3C)c(C)c1 (configuration not stated)	0	4	6	-6	-7	0	-3	-2
CCn1c(COc2ccc3c(c2)OCO3)nnc1SCC(=O)c1ccc(Cl)cc1	1	-10	5	-4	-3	-10	6	0
O=C1C=C(c2ccc3cc[nH]c3c2)C[C@@H](c2ccc3c(c2)OCO3)C1	21	59*	-1	-11	13	4	36	-4
COc1ccc(Cc2nnc(NS(=O)(=O)c3ccc(NC(C)=O)cc3)s2)cc1	5	2	13	5	2	6	-1	-3
Nn1c(SCC(=O)Nc2ccc3c(c2)OCO3)nnc1-c1ccncc1	2	37	4	-3	-1	0	-4	0
CC(=O)c1cccc(NC(=O)NC2CCCCC2)c1	-8	-5	9	-16	7	-11	2	5
O=C1CCCN1c1ccc(S(=O)(=O)N2CCCCC2)cc1	3	-4	12	3	-7	-6	-10	0
